RAM inhibit: blocks the yeast RAM network. S. cerevisiae dse1pr::URA3 reporter, 5-FOA growth OD615, 2 d; analog-sensitive cbk1-as2 kinase mutant strain. inhibition, % at 50 µM. 190,000 compounds, 1.8% hits;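 active = inhibition above a set limit, 3 SD over mean compound inhibition, cut at about 8.4% in these data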;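 note: 0% = DMSO-only wells with no growth and 100% = 10 µM 1-NA-PP1 full growth; inhibition rescues growth on 5-FOA so higher OD means more RAM inhibition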
STAT3 activator: STAT3 signaling activation. U3A cells, IL-6 STAT3-luciferase reporter, luminescence; 100% = signal with IL-6 EC80 alone. activation (% of control), % at 5.6 µM. 190,000 compounds, 0.91% hits. AID 871;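 active = activation above the screen-wide mean of compound activation plus 3 SD, cut at about 130% in these data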;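 note: 0% = background luminescence of wells with medium and substrate only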
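Assay system – human STAT1-deficient U3A cells with stable STAT3-luciferase reporter · Also added – IL-6 (33 ng/mL) · Schedule – compound 1 h, then IL-6 6 h at 37 °C · Technique – reporter luminescence signal · Evaluation – % activation versus median of IL-6-stimulated wells · Benchmarks – IL-6-only wells as 100% reference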
APP transl inh: APP translation inhibition | 190,000 compounds, 0.82% hits | inhibition, % at 2 µM | SH-SY5Y APP 5'UTR-luciferase reporter, luminescence;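 active = inhibition above a set limit, derived from the sample mean plus 3 SD, cut at about 45% in these data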; note: values of inactives mirror those of a sister screen read the other way
Hsp70 activator: switches on Hsp70 transcription. AID 1203. activation, % at 10 µM. HeLa Hsp70 promoter luciferase reporter, luminescence; scaled: vehicle 0, proteasome-inhibitor control 100%. 200,000 compounds, 0.04% hits;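 active = activation above the mean across all tested compounds plus 3 SD, cutoff set per campaign, cut at about 5.5% in these data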;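 note: 100% = MG132 at 30 µM as the positive control and 0% = DMSO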
APP 5'UTR act: activates APP 5'UTR luciferase reporter; SH-SY5Y APP 5'UTR luciferase reporter, luminescence; zero percent = DMSO vehicle wells; 190,000 compounds, 1% hits; activation, % at 2 µM;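 active = activation above a set limit, based on mean plus 3 SD of controls, cut at about 140% in these data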; note: values of inactives mirror those of a sister screen read the other way
STAT1 blocker: STAT1 signaling inhibition; inhibition, % at 5.5 µM; 200,000 compounds, 0.35% hits; NIH 3T3 STAT1-luciferase reporter, IFN-gamma, luminescence; AID 920;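 active = inhibition above a set limit, the mean inhibition across all tested compounds plus 3 SD, cut at about 34% in these data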;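 note: 0% = IFN-gamma with DMSO and 100% = IFN-gamma with 300 µM nifuroxazide; values of inactives mirror those of a sister screen read the other way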
STAT1 activator: STAT1 signaling activation; NIH 3T3 STAT1-luciferase reporter, IFN-gamma, luminescence; 100% = IFN-gamma alone, no compound; activation (% of control), % at 5.5 µM; 200,000 compounds, 2.6% hits;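 active = activation above the screen-wide mean activation plus 3 SD, cut at about 130% in these data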;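 note: raw ratio to IFN-gamma control signal so 100% means no change and 0% no light; values of inactives mirror those of a sister screen read the other way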
FLuc inhib CS: inhibits firefly luciferase, flagging false hits in luciferase inhibition screens. AID 1006. ATPLite firefly luciferase biochemical luminescence, 10 min. inhibition, % at 10 µM. 200,000 compounds, 1.5% hits;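 active = inhibition above about 50% when tested at 10 µM, limit read from the data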
Target sequence (P08659 whole entry, looked up): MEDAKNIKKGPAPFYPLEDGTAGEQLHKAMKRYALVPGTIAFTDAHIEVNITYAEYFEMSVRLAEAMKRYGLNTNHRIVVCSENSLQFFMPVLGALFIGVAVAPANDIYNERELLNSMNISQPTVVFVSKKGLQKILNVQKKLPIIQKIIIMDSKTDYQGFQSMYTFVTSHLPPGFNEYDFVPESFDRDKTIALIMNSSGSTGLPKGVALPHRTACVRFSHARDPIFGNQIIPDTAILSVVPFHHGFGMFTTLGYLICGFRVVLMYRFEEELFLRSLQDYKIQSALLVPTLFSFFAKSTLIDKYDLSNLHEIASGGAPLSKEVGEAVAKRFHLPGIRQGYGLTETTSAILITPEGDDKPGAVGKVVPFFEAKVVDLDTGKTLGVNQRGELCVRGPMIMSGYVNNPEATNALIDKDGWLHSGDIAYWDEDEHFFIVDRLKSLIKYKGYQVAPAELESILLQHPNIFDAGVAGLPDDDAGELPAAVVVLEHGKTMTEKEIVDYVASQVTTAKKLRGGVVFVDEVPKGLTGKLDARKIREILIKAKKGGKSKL
STAT3 blocker: STAT3 signaling inhibition; U3A cells, IL-6 STAT3-luciferase reporter, luminescence; host cell line lacks STAT1; inhibition, % at 5.5 µM; 190,000 compounds, 0.89% hits; AID 862;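 active = inhibition above the mean inhibition across all screened compounds plus 3 SD, cut at about 44% in these data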;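 note: 0% = DMSO only wells and 100% = 100 µM nifuroxazide control wells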
NF-kB expr up: raises NF-kB expression in human neuronal cells | NF-kB reporter expression; stronger effect = higher value | fold change at 12.5 µM | 190,000 compounds, 1.6% hits; in the data active = fold change above about 3.3
Active calls of the source: *; x = not tested or not shown. This is a random part of the collection, and some 7.7% of all compounds hit somewhere here.

1. CCOC(=O)c1cc(-c2ccc(C)cc2)n(CCC(=O)NC(C)CC)c1C (configuration not stated)
2. CCC/S(CC1CC1(Cl)Cl)=N\S(=O)(=O)c1ccc(C)cc1 (configuration not stated)
3. CC(C)c1ccccc1NC(=O)CCc1nc2ccccc2s1
4. COc1cc(NC(=O)Nc2ccc3c(c2)OCO3)cc(OC)c1OC
5. Cc1ccc(Cn2c(-n3nc(C)cc3C)nc3c2c(=O)[nH]c(=O)n3C)cc1
6. C=CCn1c(=NC(=O)c2ccc(S(=O)(=O)N3CCCc4ccccc43)cc2)sc2cc(S(N)(=O)=O)ccc21
7. Cc1ccc(NC(=O)C(=O)NCC2OCCc3ccccc32)cc1 (configuration not stated)
8. NC(=S)NNc1ccnc2cc(Cl)ccc12

Screen / compound no.,1,2,3,4,5,6,7,8
RAM inhibit,6.3,-0.8,4.4,2.5,-1.2,3.1,3.7,0.2
STAT3 activator,102,102,103,94,108,101,95,97
APP transl inh,4,12,-10,5,11,-2,-6,-6
Hsp70 activator,0.1,0.0,-0.5,-0.3,-0.3,-0.3,-0.3,1.0
APP 5'UTR act,-4,-12,10,-5,-11,2,6,6
STAT1 blocker,-3,4,6,-4,0,6,-2,-5
STAT1 activator,103,97,95,104,100,97,100,104
FLuc inhib CS,-4,-4,-2,0,-2,4,0,-12
STAT3 blocker,2,4,-5,8,-4,-4,10,15
NF-kB expr up,1,1.1,1.2,0.91,0.87,1.1,1.4,1.3

9. CCOC(=O)c1cnc(SC)nc1Oc1cccc(NC(=O)c2ccc(C)cc2)c1
10. CCCCCn1nc(-c2ccccc2)c2nc3ccccc3nc21
11. COc1cccc(CNC(=O)Cc2c(C(=O)O)[nH]c3ccccc23)c1
12. O=C1CSC(c2ccccn2)N1Cc1cn2ccccc2n1 (configuration not stated)
13. COc1ccccc1NC(=O)c1csc(-n2nc(C)cc2C(F)(F)F)n1
14. CS(=O)(=O)N(CCC(=O)O)Cc1ccccc1
15. CCOC(CNC(=O)c1nnc(Cc2cc(OC)c(OC)c(OC)c2)o1)OCC
16. Cc1ccc(C(=O)NC2CCS(=O)(=O)C2)cc1S(=O)(=O)N1CCCCCC1 (configuration not stated)

Screen / compound no.,9,10,11,12,13,14,15,16
RAM inhibit,18*,6.6,1.9,0.0,5.8,1.6,0.5,0.4
STAT3 activator,100,108,108,99,90,103,102,101
APP transl inh,8,-2,13,7,-1,-6,-24,19
Hsp70 activator,-0.6,-0.4,-0.2,-0.5,0.1,0.3,-0.1,0.0
APP 5'UTR act,-8,1,-13,-7,1,6,24,-19
STAT1 blocker,-3,-1,1,2,2,7,1,3
STAT1 activator,102,101,99,99,98,94,99,95
FLuc inhib CS,-3,-9,-8,-6,-4,-9,-5,-5
STAT3 blocker,6,-6,-10,7,12,5,10,6
NF-kB expr up,0.81,1.3,1,0.78,1.1,1,1.2,1.4

Exported with values under each structure: 4 of the compounds above.
Second line of a record – RAM inhibit | STAT3 activator | APP transl inh | Hsp70 activator | APP 5'UTR act | STAT1 blocker | STAT1 activator | FLuc inhib CS | STAT3 blocker | NF-kB expr up
15) CCOC(CNC(=O)c1nnc(Cc2cc(OC)c(OC)c(OC)c2)o1)OCC
→ 0.5 | 102 | -24 | -0.1 | 24 | 1 | 99 | -5 | 10 | 1.2
7) Cc1ccc(NC(=O)C(=O)NCC2OCCc3ccccc32)cc1 (configuration not stated)
→ 3.7 | 95 | -6 | -0.3 | 6 | -2 | 100 | 0 | 10 | 1.4
14) CS(=O)(=O)N(CCC(=O)O)Cc1ccccc1
→ 1.6 | 103 | -6 | 0.3 | 6 | 7 | 94 | -9 | 5 | 1
11) COc1cccc(CNC(=O)Cc2c(C(=O)O)[nH]c3ccccc23)c1
→ 1.9 | 108 | 13 | -0.2 | -13 | 1 | 99 | -8 | -10 | 1

Later entries
17. CC1=C(C(=O)OCC2CCCO2)C(c2ccsc2)C2=C(CCCC2=O)N1 (configuration not stated)
18. CSc1nc(N)nc(SCC(=O)c2ccccc2)c1C#N
19. O=C(CSc1nc2ccsc2c(=O)n1NC(=O)c1ccccc1)Nc1nccs1
20. C=CCSc1nccc(-c2nn(-c3ccc(C)cc3)ccc2=O)n1
21. Cc1ccc(NC(=O)CSc2nc3ccccc3c(=O)n2Cc2cccs2)cc1
22. O=C(O)/C=C/c1cn(Cc2ccccc2)nc1-c1ccccc1
23. CSCCC(NS(=O)(=O)c1ccc(Cl)cc1)C(=O)OCC(=O)NC12CC3CC(CC(C3)C1)C2 (configuration not stated)
24. Cc1ccc(N(C)C(=O)n2cnc3ccccc32)cc1

Screen / compound no.,17,18,19,20,21,22,23,24
RAM inhibit,0.7,3.5,6.2,5.3,4.7,-0.5,2.2,-0.4
STAT3 activator,99,90,100,100,111,103,121,91
APP transl inh,-3,-29,-73,88*,-42,1,0,9
Hsp70 activator,-0.2,-0.1,-0.1,17*,-0.3,-0.1,-0.3,-0.4
APP 5'UTR act,3,29,73,-88,42,-1,0,-9
STAT1 blocker,0,-8,-13,0,1,-14,0,-7
STAT1 activator,98,108,112,100,99,112,94,105
FLuc inhib CS,-1,-6,3,-1,-1,-2,-4,5
STAT3 blocker,7,17,5,4,-13,0,-26,15
NF-kB expr up,0.94,1.5,1.8,0.98,1.1,1,0.86,1

An excerpt from above, showing only NF-kB expr up and RAM inhibit:
no.	smiles	NF-kB expr up	RAM inhibit
16	Cc1ccc(C(=O)NC2CCS(=O)(=O)C2)cc1S(=O)(=O)N1CCCCCC1 (configuration not stated)	1.4	0.4
17	CC1=C(C(=O)OCC2CCCO2)C(c2ccsc2)C2=C(CCCC2=O)N1 (configuration not stated)	0.94	0.7
18	CSc1nc(N)nc(SCC(=O)c2ccccc2)c1C#N	1.5	3.5
19	O=C(CSc1nc2ccsc2c(=O)n1NC(=O)c1ccccc1)Nc1nccs1	1.8	6.2
20	C=CCSc1nccc(-c2nn(-c3ccc(C)cc3)ccc2=O)n1	0.98	5.3
21	Cc1ccc(NC(=O)CSc2nc3ccccc3c(=O)n2Cc2cccs2)cc1	1.1	4.7

Going on with the list.
25. CCOc1ccc(NC(=S)N(Cc2ccc(Cl)cc2)Cc2ccco2)cc1
26. O=C(CSc1nnc(-c2cccnc2)o1)Oc1ccccc1
27. CC1=CCC(C(=O)O)C(C(=O)Nc2nc3ccc(S(C)(=O)=O)cc3s2)C1 (configuration not stated)
28. CCOC(=O)N1CCC(N2Cc3cccc(C(=O)O)c3C2=O)CC1
29. Cc1ccc(-c2nnn(CC(=O)N(CC(=O)NC(C)C)c3cnc4ccccc4c3)n2)o1
30. Cc1cc(Nc2ccccc2F)n2nc(C)nc2n1
31. COC(=O)c1c(C(=O)OC)c(-c2ccccc2)n2c1CS(=O)C2 (configuration not stated)
32. Cn1cc(C(=O)NCc2ccc(F)cc2)c(=O)c2cc(S(=O)(=O)N3CCCCC3)ccc21

Screen / compound no.,25,26,27,28,29,30,31,32
RAM inhibit,6.7,0.7,0.8,2.3,1.5,-0.5,-1.2,3.8
STAT3 activator,101,101,103,103,104,98,100,98
APP transl inh,-2,-1,-6,38,1,-6,13,-16
Hsp70 activator,-0.1,3.4,-0.2,-0.2,-0.2,0.0,-0.6,-0.6
APP 5'UTR act,2,1,6,-38,-1,6,-13,16
STAT1 blocker,9,3,0,-3,-8,1,3,-2
STAT1 activator,92,98,100,104,108,99,98,102
FLuc inhib CS,-8,-8,-2,-4,-7,-13,0,-11
STAT3 blocker,4,5,-2,-3,-2,2,5,6
NF-kB expr up,1.1,0.9,1.1,1.1,1.6,1.1,1.4,0.62

33. CSc1nnc(C)c(/C=C/NOCc2cccc(F)c2)n1
34. CCOC(=O)c1cc(=O)n2[nH]c(-c3ccc(C)cc3)cc2n1
35. Cc1c(N2C(=O)/C(=C\c3ccc(N(C)C)cc3)N(C)C2=S)c(=O)n(-c2ccccc2)n1C
36. CCOC(=O)c1c(NC(=O)c2c(C(=O)O)cccc2[N+](=O)[O-])sc(C)c1C
37. O=C(NCc1ccccc1)C1CC(=O)N(C2CCCCCC2)C1 (configuration not stated)
38. Cc1cc(C(=O)CSc2nn(-c3ccccc3)c(=S)s2)c(C)n1Cc1ccco1
39. O=C(NC1CCN(C(=O)NCc2ccccc2)CC1)c1ccco1
40. CSc1ccc(/C=C/C(=O)c2ccc(O)cc2)cc1

Screen / compound no.,33,34,35,36,37,38,39,40
RAM inhibit,0.2,-0.4,4.9,-0.1,1.0,4.0,0.9,-1.1
STAT3 activator,99,102,105,97,103,107,101,105
APP transl inh,5,10,26,7,-27,0,3,-73
Hsp70 activator,-0.2,-0.5,-0.3,0.3,0.0,-0.1,0.4,0.0
APP 5'UTR act,-5,-10,-26,-7,27,-1,-3,73
STAT1 blocker,-4,4,6,0,7,1,-7,-9
STAT1 activator,103,96,94,98,92,99,106,108
FLuc inhib CS,3,22,2,-6,-6,-2,-2,70*
STAT3 blocker,3,0,-2,6,5,-1,7,-6
NF-kB expr up,1.3,1.1,0.88,0.88,1.2,0.84,1,3.4*

Copied from the list:
Value of entry 38 under STAT3 blocker: -1
Value of entry 37 under FLuc inhib CS: -6
Value of entry 39 under STAT3 blocker: 7
Value of entry 40 under STAT3 activator: 105
Value of entry 33 under RAM inhibit: 0.2

Next part.
41. O=C(Nc1ccc(Cl)cc1)OCc1cn(-c2ccc(Cl)cc2)nn1
42. CC12C(=O)N(c3ccccc3C(=O)O)C(=O)C1C1C=CC2C1 (configuration not stated)
43. C#CCNc1nc(CC)nc2c1nnn2Cc1ccccc1F
44. N#C/C(=C\c1ccc(O)c([N+](=O)[O-])c1)c1nc2ccccc2s1

Screen / compound no.,41,42,43,44
RAM inhibit,1.8,0.6,0.9,3.7
STAT3 activator,100,97,116,103
APP transl inh,x,-9,8,13
Hsp70 activator,0.3,-0.5,-0.3,-0.3
APP 5'UTR act,x,9,-8,-13
STAT1 blocker,-10,-3,12,11
STAT1 activator,109,102,89,91
FLuc inhib CS,-6,-3,-4,10
STAT3 blocker,6,6,-13,2
NF-kB expr up,1.4,1.1,1.6,0.83
